esBAF inh: inhibitors of esBAF chromatin remodeling in mouse ES cells; Bmi1-luciferase knock-in reporter, 24 h; 100% = twice the neutral-well signal; reporter increase, % at 12.5 µM; actives 2% (n = 350,000); in the data active = activation above about 40%;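 also: 0% = median of the plate's neutral control wells and 100% = double that signal; a rise in the Bmi1 reporter signal indicates esBAF inhibition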
ERAP1 inh: ERAP1 (human) enzyme inhibition. actives 0.15% (n = 340,000). recombinant ERAP1, Leu-AMC fluorescence, 60 min. inhibition, % at 10.7 µM. AID 652197. Q9NZ08;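 active = mean replicate inhibition of at least 30%, or all replicates individually reaching that 30% level; inactive = mean below 30% and not every replicate reaching it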;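 also: 0% = neutral control wells and 100% = L-leucinethiol positive control wells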
Target sequence (Q9NZ08 whole entry, looked up): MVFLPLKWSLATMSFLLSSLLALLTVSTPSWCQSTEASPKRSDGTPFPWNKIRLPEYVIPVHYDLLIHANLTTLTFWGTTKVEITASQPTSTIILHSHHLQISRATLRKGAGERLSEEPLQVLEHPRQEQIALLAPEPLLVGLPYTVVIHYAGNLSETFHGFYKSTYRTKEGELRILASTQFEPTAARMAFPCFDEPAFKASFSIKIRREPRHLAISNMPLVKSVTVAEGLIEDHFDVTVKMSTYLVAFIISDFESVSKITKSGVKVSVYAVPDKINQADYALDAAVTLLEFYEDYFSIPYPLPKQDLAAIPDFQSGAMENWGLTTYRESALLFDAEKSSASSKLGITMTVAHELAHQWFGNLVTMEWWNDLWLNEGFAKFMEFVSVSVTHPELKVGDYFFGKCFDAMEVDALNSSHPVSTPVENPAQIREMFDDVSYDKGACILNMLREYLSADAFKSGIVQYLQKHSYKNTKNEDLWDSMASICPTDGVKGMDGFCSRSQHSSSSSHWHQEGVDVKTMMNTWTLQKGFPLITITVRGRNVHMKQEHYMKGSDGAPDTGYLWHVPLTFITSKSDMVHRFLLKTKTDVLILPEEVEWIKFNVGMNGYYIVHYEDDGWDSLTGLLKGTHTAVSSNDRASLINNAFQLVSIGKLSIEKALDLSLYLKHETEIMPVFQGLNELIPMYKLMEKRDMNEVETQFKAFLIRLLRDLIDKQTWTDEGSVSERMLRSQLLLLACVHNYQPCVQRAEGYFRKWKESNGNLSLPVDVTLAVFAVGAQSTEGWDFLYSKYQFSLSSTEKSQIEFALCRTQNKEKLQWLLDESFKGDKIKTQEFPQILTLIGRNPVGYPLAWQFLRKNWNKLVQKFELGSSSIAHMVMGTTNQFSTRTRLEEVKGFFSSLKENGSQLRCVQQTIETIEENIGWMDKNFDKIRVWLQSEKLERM
RAD54 inh: RAD54 (human) branch migration inhibition; RAD54 Holliday junction branch migration, FAM/BHQ fluorescence; AID 602329; actives 0.14% (n = 360,000); Q92698; inhibition, % at 10.4 µM;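 active = mean normalized replicate activity at least 40 and at least half of replicates scoring 40 or more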;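 also: 0% = median of neutral control wells and 100% = median of positive control wells; inhibitors cause a drop in the FAM fluorescence signal; in these data hits start at about 50%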
F508del corr: correctors of CFTR F508del function in bronchial epithelial cells; CFBE cells, YFP halide quenching; stimulated with forskolin plus potentiator P3; % fluorescence drop versus neutral controls; activity (quench increase), % at 7.58 µM; actives 0.36% (n = 350,000); AID 720511;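 active = mean added fluorescence quench of at least 8% versus neutral control, with both replicates also reaching 8%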;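 also: cells transiently co-express mutant CFTR-F508del with the halide-sensitive YFP; corrector assay measuring rescue of mutant channel to the surface after 24 h compound exposure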
GSIS activator: GLuc luminescence reporter in INS-1E cells, primary screen for activators of glucose-dependent secretion of insulin; INS-1E GLuc reporter insulin secretion, 2-3 h; activation, % at 16.6 µM; actives 0.61% (n = 370,000); AID 743287;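 active = lowest replicate activation of at least 40%, so every replicate reaches that level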;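 also: 0% = median of neutral control wells and 100% = median of IBMX positive control wells; some compounds called inactive have numbers as strong as hits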
ARNT TACC3 PPI: disruptors of human ARNT/TACC3 interaction | Q9Y6A5 | AlphaScreen His-ARNT PAS-B/GST-TACC3 binding, luminescence; TACC3 fragment carries E629A point mutation | inhibition, % at 9.99 µM | actives 0.66% (n = 390,000);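 active = mean inhibition of replicates at least 50% and at least half of replicates each reaching 50%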;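 also: 0% = complete ARNT plus TACC3 wells and 100% = ARNT alone without TACC3; many hits fall short of the cut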
RAD52 inh: blocks human RAD52 DNA annealing; inhibition, % at 18.7 µM; recombinant RAD52 DNA annealing, FRET fluorescence; AID 651710; P43351; actives 0.46% (n = 360,000);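 active = every replicate showing at least 50% inhibition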
XiGFP reactiv: reactivates the inactive X chromosome in mouse fibroblasts. XiGFP mouse fibroblasts, % GFP-positive cells imaging, 3 d; cells co-treated with 5-aza-dC sensitizer; scaled so ellipticine positive control = 100%. activation, % at 7.58 µM. actives 0.055% (n = 360,000);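 active = mean normalized replicate activation at least 10% and every replicate at or above 10%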;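 also: 0% = median of on-plate neutral control wells and 100% = ellipticine 6 µM median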
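Assay system: SV40-immortalized XiGFP fibroblast cells, line 68-5-11; buffer or medium: DMEM plus 5-aza-dC sensitizer; compound: one concentration, pinned; timing: compounds 3 days, fix/stain 15 min at room temperature; benchmarks: positive control ellipticine, 6 µM final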
* hit, by the source's call; . = not tested or not shown.

SMILES | esBAF inh | ERAP1 inh | RAD54 inh | F508del corr | GSIS activator | ARNT TACC3 PPI | RAD52 inh | XiGFP reactiv
CC1CN(C)CCC1OC(=O)c1ccccc1 (stereo not given) | -7 | -2 | 1 | 0.7 | 2 | -3 | -23 | 0.7
COCCN1C(=O)N[C@@H](c2cccs2)C(C(C)=O)=C1C | -3 | . | -5 | 0.8 | 12 | 0 | -19 | 0.0
COc1ccc(NC(=O)c2sc3nc(Cc4ccccc4)cc(C(F)(F)F)c3c2N)cc1OC | . | 6 | . | . | -5 | -12 | -8 | 0.1
C[C@H](CO)N1C[C@H](C)[C@H](CN(C)C(=O)Nc2cccc(F)c2)OCc2cn(nn2)CCCC1=O | -1 | -5 | 11 | -2.1 | -2 | -2 | 7 | 0.1
O=C(C[C@@H]1CC[C@@H]2[C@H](COC[C@H](O)CN2S(=O)(=O)c2cccc(Cl)c2)O1)N1CCOCC1 | -6 | -2 | 3 | 0.6 | 16 | -3 | -7 | 0.3
Cn1c(SC2CCCCC2=O)nnc1-c1ccccc1F (stereo not given) | 18 | 8 | 13 | -2.0 | -3 | 26 | -2 | 0.0
CN(CC(=O)Nc1ccc(F)c(F)c1F)C(=O)C1CSC2(C)CCC(=O)N12 (stereo not given) | -2 | -1 | -4 | -0.4 | 16 | 0 | -3 | 0.1
O=C(CCC1CCCN(C(=O)c2ccoc2)C1)NCc1ccccc1F (stereo not given) | 8 | 9 | 8 | -1.9 | 3 | -1 | -12 | 0.2
CC(C)CC#Cc1ccc2c(c1)O[C@H](CN(C)C(=O)c1cccnc1)[C@@H](C)CN([C@@H](C)CO)S2(=O)=O | 1 | 0 | -10 | 6.2 | -12 | -1 | -16 | -2.0
CCCCN(C(=O)C1=COCCO1)c1c(N)n(CCC)c(=O)[nH]c1=O | -3 | -4 | 6 | -1.9 | 18 | -1 | -11 | 0.0
C/C(=N/NS(=O)(=O)c1ccc(C)cc1C)c1ccc2c(c1)OCO2 | . | -1 | -7 | 3.8 | 14 | 3 | -6 | 0.0
Cc1ccc(NC(=S)NNC(=O)c2nnn(-c3ccccc3)c2C)cc1 | . | -2 | . | -1.9 | 16 | 59* | -8 | 0.0
Cc1ccc2c(c1)/C(=C/c1ccc(F)cc1)C(=O)N2 | 0 | -4 | -8 | 1.5 | -20 | -6 | -1 | 0.0
C[C@H]1CN([C@@H](C)CO)C(=O)c2cc(NC(=O)Nc3cccc4ccccc34)ccc2O[C@H]1CN(C)C(=O)Nc1ccccc1 | 1 | -3 | -6 | 0.0 | -9 | 34 | -21 | -1.2
CCCC#Cc1ccc([C@H]2[C@H]3CN(S(=O)(=O)c4ccccc4F)CCCCN3[C@H]2CO)cc1 | -2 | 2 | -17 | -13 | -1 | 0 | -17 | 0.0
CCS(=O)(=O)N1CCCCN2[C@H](CO)[C@@H](c3ccc(-c4ccc(C(=O)N(C)C)cc4)cc3)[C@@H]2C1 | 6 | . | -6 | -0.6 | 9 | -24 | -12 | 0.3
Cc1cccc(-n2cc(C#N)c(=O)[nH]c2=O)n1 | . | -3 | . | . | -21 | 0 | -11 | 0.1
COc1ccc(C(=O)NCC(=O)NCC(=O)OCc2ccc(Br)cc2)cc1 | 7 | -1 | -5 | -0.9 | 5 | -4 | -10 | 0.0
CC(=O)N1c2ccc(S(=O)(=O)NCCC(=O)NCCc3cccc(C)c3)cc2CC1C (stereo not given) | -4 | 0 | 2 | -1.1 | -12 | 0 | -15 | 0.0
COCCn1c(C)cc(C(=O)COC(=O)c2cccc(O)c2)c1C | -69 | 7 | . | 2.4 | 4 | 17 | -9 | -0.1
Cc1ccc(-c2csc3ncn(Cc4ccc(C(=O)O)cc4)c(=O)c23)cc1C | 6 | -7 | -1 | -1.6 | -7 | 2 | -16 | -0.1
O=C(NC(=S)Nc1ccccc1C(=O)O)c1cncc(Br)c1 | 8 | . | -3 | 1.7 | 3 | -2 | -22 | 0.2
CCOC(=O)c1cccc(NC(=O)CSc2nc3ccccc3c(=O)n2CC)c1 | 12 | . | -7 | . | -27 | -14 | . | .
COc1ccccc1C(=O)CSc1nccn1C | -1 | 0 | -2 | -1.1 | 4 | 0 | -5 | 0.2
COCCNC(=O)C1(C)Cc2c(-c3ccc(NC(C)=O)cc3)ccnc2O1 (stereo not given) | -1 | 4 | 0 | -3.2 | . | . | 9 | 0.3
NC(c1csc(NC(=O)Nc2ccccc2Oc2ccccc2)n1)c1ccccc1Cl (stereo not given) | 2 | 1 | -4 | 3.7 | . | . | -24 | 0.1
NC(=O)c1ccccc1OCC(=O)Nc1ccc2c(c1)CCC2 | 97* | 1 | 3 | -4.2 | 12 | -18 | -9 | 0.4
COc1ccc(CN(C)C[C@@H]2Oc3ccc(NS(=O)(=O)c4cccs4)cc3C(=O)N([C@H](C)CO)C[C@H]2C)cc1 | -4 | 1 | . | -0.6 | 6 | . | 1 | -0.9
Cc1cc(C)cc(C(=O)NN2CCN(C)CC2)c1 | -1 | -2 | 7 | 0.5 | 9 | 3 | -8 | 0.1
N#C[C@@H]1[C@H](c2ccccc2)[C@@H](CO)N1C(=O)c1cccnc1 | -5 | -2 | -4 | -1.9 | 10 | -36 | -15 | 0.0
O=C(C[C@H]1CC[C@H](NC(=O)c2ccccn2)[C@@H](CO)O1)NCc1cccc(F)c1 | 0 | -2 | 11 | 1.0 | 11 | 0 | 9 | 0.3
CNC[C@@H]1OCCCC[C@H](C)Oc2ccc(NC(=O)C3CCCCC3)cc2C(=O)N([C@@H](C)CO)C[C@@H]1C | -2 | . | . | -0.7 | -15 | . | . | -0.3
CCCN1C[C@H](C)[C@H](OC)CN(C)C(=O)c2ccc(NC(=O)c3ccc(F)cc3)cc2OC[C@@H]1C | -7 | . | 5 | 2.5 | -4 | -5 | . | -0.5
COc1ccc(Cl)cc1NC(=O)/C=C\C(=O)O | 1 | . | -2 | . | 3 | -11 | . | .
O=C(NCc1ccccn1)c1ccc(OC2CCN(Cc3ccccc3)CC2)cc1 | -1 | -2 | -5 | 3.2 | -6 | 3 | -16 | 0.4
C[C@@H]1CN([C@@H](C)CO)C(=O)c2cc(NC(=O)c3ccncc3)ccc2O[C@H]1CN(C)S(=O)(=O)c1ccccc1 | -3 | -2 | 4 | -3.8 | 3 | 5 | 0 | 0.0
O=C(CSCc1ccc(Cl)cc1)Nc1nccs1 | 5 | 8 | -1 | -3.5 | 6 | 1 | -6 | .
CCn1cc(Br)c(C(=O)Nc2ccc(C(=O)OC(C)C)cc2)n1 | 25 | 12 | 9 | -1.5 | 4 | 0 | -9 | .
Cc1cc(Cl)ccc1OCC(=O)NC1CCCC1 | 32 | -2 | 5 | -0.4 | -1 | -4 | -3 | .
O=C1/C(=C/c2ccncc2)N=C2CCCCCN12 | 0 | . | . | -2.1 | -2 | 13 | -8 | .
Cc1ccc(C)c(NC(=S)NNC(=O)c2csc(C)c2)c1 | . | 1 | . | . | -21 | 2 | -2 | -0.1
COc1ccc(Cl)cc1NC(=O)C/C(C)=N/NC(=O)C(=O)NCc1ccccc1 | . | -4 | 0 | 3.5 | -35 | -2 | -7 | 0.1
Cc1nc(NCCc2ccccc2)c2nnn(Cc3ccccc3)c2n1 | 1 | . | -1 | 0.1 | 9 | -4 | -24 | 0.2
O=C(CC12CC3CC(CC(C3)C1)C2)N/N=C/c1ccc([N+](=O)[O-])o1 | . | 2 | . | . | . | -2 | -10 | 0.3
Cc1ccc(OCC(=O)N(C)CC(=O)Nc2ccc(F)c(F)c2F)cc1 | -2 | -6 | 7 | -3.3 | -9 | 3 | -9 | 0.1
COc1ccc(/C=N\NC(=O)c2ccccc2Cl)cc1COc1c(F)c(F)c(F)c(F)c1F | -4 | 1 | -4 | -1.0 | 3 | 9 | -4 | 0.1
COC(=O)[C@@]1(Cc2ccc(OC)cc2)[C@H]2c3cc(C(=O)N4CCCC4)n(Cc4cc(C)n(C)n4)c3C[C@H]2CN1C(=O)c1ccccc1 | . | . | . | 2.5 | -3 | . | -16 | 0.0
COc1cccc(NC(=S)N2CCC(c3ccc(C)cc3)C2)c1 (stereo not given) | 37 | -2 | 7 | 0.9 | -6 | -4 | -9 | 0.0
CN(Cc1ccc(Cl)cc1Cl)C(=O)C1CC(=O)N(Cc2ccco2)C1 (stereo not given) | -2 | -3 | 1 | -1.7 | 0 | . | -43 | 0.3
O=C(c1cc(=O)c2ccccc2o1)N1CCN(c2ccccc2F)CC1 | . | 2 | . | 2.7 | -3 | -3 | -6 | -0.1
O=C(NC[C@H]1N[C@@H](CO)[C@H]1c1ccc(-c2ccc(F)cc2)cc1)c1ccccn1 | -5 | . | -3 | 1.9 | 1 | 17 | . | 0.2
CC(NC(=O)CCC(=O)NC(C)c1ccccc1)c1ccccc1 (stereo not given) | -3 | 0 | -6 | 1.3 | . | -2 | -10 | 0.1
O=[N+]([O-])c1cccc(-c2nc(-c3ccccc3)c(-c3cccs3)[nH]2)c1 | -2 | . | 6 | . | 48* | -1 | . | .
NC(=O)c1cc(S(=O)(=O)Nc2cccc(Cl)c2)cs1 | -9 | 1 | -14 | . | -11 | -4 | -11 | 0.5
Cc1nc(C)c(C(=O)OCC(=O)Nc2cccc(C)c2C)s1 | 1 | 1 | 0 | 0.4 | 39 | . | -5 | 0.2
C[C@@H]1CN([C@@H](C)CO)C(=O)c2cc(C#CC3CCCCC3)cnc2O[C@H]1CN(C)Cc1ccncc1 | . | -2 | 0 | 0.4 | -9 | 8 | -8 | 0.1
CCCc1cc(=O)[nH]c2nnc(SCC(=O)Nc3cc(C)on3)n12 | . | 0 | 4 | -2.7 | 6 | -3 | -1 | 0.2
CCOC(=O)NC(=O)/C(C#N)=N\Nc1cccc(Cl)c1 | -11 | 2 | -3 | 2.0 | -49 | 1 | -16 | .
CCOC(=O)CN1C(=O)COc2ccc(Cl)cc21 | -4 | . | -6 | . | 1 | 2 | . | .
CCN(CC(=O)Nc1c(F)cccc1F)C(=O)c1ccc2c(=O)n3c(nc2c1)CCC3 | 23 | -1 | 0 | -3.8 | 1 | 1 | -3 | 0.6
The list goes on.
SMILES | esBAF inh | ERAP1 inh | RAD54 inh | F508del corr | GSIS activator | ARNT TACC3 PPI | RAD52 inh | XiGFP reactiv
O=C(C[C@H]1C[C@@H]2c3cc(NC(=O)Nc4ccccc4)ccc3O[C@@H]2[C@@H](CO)O1)NCc1ccccn1 | 7 | 0 | 1 | 0.8 | -7 | -5 | 2 | 0.1
c1cn2cc(-c3ccc(CN4CCOCC4)cc3)ccc2n1 | 4 | 1 | -3 | -3.0 | 55* | . | -27 | 0.0
CCSC(=S)Nc1c(C)n(C)n(-c2ccccc2)c1=O | 1 | 1 | -7 | -1.3 | -3 | 0 | -7 | 0.0
COc1ccc(/C=C/C(=O)Oc2ccc(C=O)cc2OC)cc1 | . | . | . | -1.6 | -13 | 7 | -4 | 0.4

Reformatted: results already given
smiles	esBAF inh	ERAP1 inh	RAD54 inh	F508del corr	GSIS activator	ARNT TACC3 PPI	RAD52 inh	XiGFP reactiv
Cc1ccc(NC(=S)NNC(=O)c2nnn(-c3ccccc3)c2C)cc1	.	-2	.	-1.9	16	59*	-8	0.0
Cc1ccc2c(c1)/C(=C/c1ccc(F)cc1)C(=O)N2	0	-4	-8	1.5	-20	-6	-1	0.0
C[C@H]1CN([C@@H](C)CO)C(=O)c2cc(NC(=O)Nc3cccc4ccccc34)ccc2O[C@H]1CN(C)C(=O)Nc1ccccc1	1	-3	-6	0.0	-9	34	-21	-1.2
CCCC#Cc1ccc([C@H]2[C@H]3CN(S(=O)(=O)c4ccccc4F)CCCCN3[C@H]2CO)cc1	-2	2	-17	-13	-1	0	-17	0.0
CCS(=O)(=O)N1CCCCN2[C@H](CO)[C@@H](c3ccc(-c4ccc(C(=O)N(C)C)cc4)cc3)[C@@H]2C1	6	.	-6	-0.6	9	-24	-12	0.3

Screening data: PubChem, Broad Institute
